Bioassay records: PubChem, several laboratories
FAS-TE inh = inhibitors of human fatty acid synthase thioesterase domain; AID 602261; inhibition, % at 15 µM; P49327; hit rate 0.67% among 360,000; recombinant FAS-TE, OMFH fluorogenic substrate, fluorescence endpoint;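 active = compounds whose normalised, plate-corrected inhibition of enzyme fluorescence in the single-dose primary screen is 50% or more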;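 note: 0% = DMSO with enzyme and 100% = substrate without enzyme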
Target sequence (P49327 whole entry, looked up, the tested form may be a part): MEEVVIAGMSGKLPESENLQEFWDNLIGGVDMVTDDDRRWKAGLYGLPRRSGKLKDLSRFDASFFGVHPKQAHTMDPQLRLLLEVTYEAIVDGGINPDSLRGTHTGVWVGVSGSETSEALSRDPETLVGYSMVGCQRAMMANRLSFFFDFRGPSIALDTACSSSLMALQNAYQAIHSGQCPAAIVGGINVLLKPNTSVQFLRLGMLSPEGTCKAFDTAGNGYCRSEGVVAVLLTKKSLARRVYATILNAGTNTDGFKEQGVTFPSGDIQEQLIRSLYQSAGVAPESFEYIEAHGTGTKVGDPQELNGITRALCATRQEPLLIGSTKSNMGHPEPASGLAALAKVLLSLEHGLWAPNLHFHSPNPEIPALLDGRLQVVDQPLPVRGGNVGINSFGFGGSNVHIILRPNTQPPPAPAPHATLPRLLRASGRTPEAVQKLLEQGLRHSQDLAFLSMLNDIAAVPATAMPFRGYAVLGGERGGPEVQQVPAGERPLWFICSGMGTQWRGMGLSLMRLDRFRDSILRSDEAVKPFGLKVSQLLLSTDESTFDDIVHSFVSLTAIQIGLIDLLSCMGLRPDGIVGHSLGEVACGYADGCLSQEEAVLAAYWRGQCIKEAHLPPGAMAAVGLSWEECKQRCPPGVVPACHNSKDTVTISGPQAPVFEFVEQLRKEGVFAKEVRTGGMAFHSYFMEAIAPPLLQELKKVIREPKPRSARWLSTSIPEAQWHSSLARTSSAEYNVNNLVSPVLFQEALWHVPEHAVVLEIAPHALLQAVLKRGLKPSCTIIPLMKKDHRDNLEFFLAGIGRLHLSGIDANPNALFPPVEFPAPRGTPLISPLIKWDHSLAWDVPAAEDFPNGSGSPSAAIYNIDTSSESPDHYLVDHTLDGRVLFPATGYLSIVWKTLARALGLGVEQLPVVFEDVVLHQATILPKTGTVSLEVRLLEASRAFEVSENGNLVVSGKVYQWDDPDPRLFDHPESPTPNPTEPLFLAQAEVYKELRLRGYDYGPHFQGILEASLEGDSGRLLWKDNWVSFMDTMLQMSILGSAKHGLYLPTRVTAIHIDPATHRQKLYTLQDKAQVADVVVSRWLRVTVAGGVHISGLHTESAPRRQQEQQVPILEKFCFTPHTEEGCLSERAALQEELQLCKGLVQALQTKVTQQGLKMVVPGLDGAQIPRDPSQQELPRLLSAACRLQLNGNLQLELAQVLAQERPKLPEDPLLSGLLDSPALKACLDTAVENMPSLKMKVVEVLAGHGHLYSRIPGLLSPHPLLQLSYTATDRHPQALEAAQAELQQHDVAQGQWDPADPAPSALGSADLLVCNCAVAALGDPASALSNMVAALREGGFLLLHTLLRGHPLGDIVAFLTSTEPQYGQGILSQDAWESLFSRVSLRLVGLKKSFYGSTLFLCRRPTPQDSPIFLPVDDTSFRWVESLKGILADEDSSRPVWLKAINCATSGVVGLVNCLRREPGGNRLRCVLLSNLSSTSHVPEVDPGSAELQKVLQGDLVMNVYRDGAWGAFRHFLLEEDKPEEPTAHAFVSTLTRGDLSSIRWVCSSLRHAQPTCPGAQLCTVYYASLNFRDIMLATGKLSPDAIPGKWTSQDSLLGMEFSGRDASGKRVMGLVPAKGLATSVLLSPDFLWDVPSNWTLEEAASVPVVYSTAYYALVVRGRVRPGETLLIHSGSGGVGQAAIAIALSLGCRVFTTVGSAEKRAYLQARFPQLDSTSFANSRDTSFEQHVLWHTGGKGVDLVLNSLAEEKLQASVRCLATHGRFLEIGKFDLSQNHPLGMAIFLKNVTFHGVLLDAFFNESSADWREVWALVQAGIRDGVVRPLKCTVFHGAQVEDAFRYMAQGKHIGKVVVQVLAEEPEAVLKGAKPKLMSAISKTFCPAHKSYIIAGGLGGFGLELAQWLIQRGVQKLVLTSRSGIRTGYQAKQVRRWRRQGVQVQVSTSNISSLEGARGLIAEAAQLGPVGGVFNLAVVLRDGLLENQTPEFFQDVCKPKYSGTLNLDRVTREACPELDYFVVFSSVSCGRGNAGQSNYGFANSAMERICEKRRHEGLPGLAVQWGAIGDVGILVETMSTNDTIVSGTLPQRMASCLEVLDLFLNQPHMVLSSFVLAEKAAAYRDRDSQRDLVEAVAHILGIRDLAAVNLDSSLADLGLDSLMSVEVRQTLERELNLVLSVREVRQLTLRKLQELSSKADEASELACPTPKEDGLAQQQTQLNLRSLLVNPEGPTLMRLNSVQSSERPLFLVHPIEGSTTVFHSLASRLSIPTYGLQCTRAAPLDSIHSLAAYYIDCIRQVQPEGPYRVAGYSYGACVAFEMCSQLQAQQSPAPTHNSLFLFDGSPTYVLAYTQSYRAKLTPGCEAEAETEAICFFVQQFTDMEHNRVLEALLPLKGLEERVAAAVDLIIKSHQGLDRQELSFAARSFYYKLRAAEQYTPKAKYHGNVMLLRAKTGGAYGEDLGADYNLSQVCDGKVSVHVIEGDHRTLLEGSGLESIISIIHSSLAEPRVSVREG
MsrA inhibitor = inhibits bovine methionine sulfoxide reductase A; purified bovine MsrA, absorbance read-out; inhibition, % at 15.5 µM; hit rate 0.75% among 360,000; AID 651718; in the data active = inhibition above about 4.5%;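 note: 0% = vehicle wells with enzyme and 100% = reference inhibitor wells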
bovine MsrA act = activators of bovine methionine sulfoxide reductase A | purified bovine MsrA, absorbance read-out | activation, % at 10.6 µM | hit rate 0.3% among 360,000; in the data active = activation above about 7.5%;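 note: 0% = vehicle and 100% = reference activator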
Rin1 Abl inh = inhibitors of human Rin1-Abl protein interaction; TR-FRET Rin1/Abl binding, biochemical; inhibition, % at 7.35 µM; hit rate 0.4% among 360,000; in the data active = inhibition above about 5%, passing the limit was not always enough
Rpn11 block = Rpn11 (human) deubiquitinase inhibition; hit rate 0.59% among 360,000; calls only at 20 µM; human 26S proteasome, Ub4-pepOG fluorescence polarization; 20S core pre-blocked with epoxomicin; O00487;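 active = inhibition at 20 µM, scaled to each plate's controls, above about 33%, limit read from the data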
MLLE-PAM2 inh = blocks PAM2 peptide binding to the PABP1 MLLE domain; hit rate 0.36% among 360,000; inhibition, % at 20 µM; GST-MLLE / FITC-PAM2 fluorescence polarization; in the data active = inhibition above about 35%, passing the limit was not always enough;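 note: plate controls were DMSO wells with GST-MLLE for no effect and wells lacking GST-MLLE protein for full effect; some results filed as inactive read as strong as hits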
MT1-MMP act inh = MT1-MMP (human) activation inhibition; HT1080 RFP-PRO-GFP cells, GFP/RFP ratio fluorescence, overnight; percent of plate control window, DMSO zero; GFP/RFP ratio change, % at 20 µM; P50281; hit rate 0.061% among 360,000; AID 651647;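 active = GFP/RFP ratio change of at least 30% with cell ATP level not reduced by more than half and red fluorescence within 50% of control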; note: strong numbers were not always called active
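system = RFP-PRO-GFP reporter HT1080 cells | dosing = 20 µM single dose, 1% DMSO | timing = overnight cell settling, then overnight compound exposure, 37 °C, 5% CO2 | read-out basis = GFP/RFP fluorescence ratio | controls = DMSO and RFP-L50D-GFP cell wells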
CSN deneddyl inh = inhibitors of human CSN-mediated cullin deneddylation. hit rate 0.38% among 360,000. Purified CSN, SCF-Nedd8-OG deneddylation, fluorescence polarization. inhibition, % at 12.5 µM;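 active = pattern-corrected inhibition above about 35%, with an unprinted fluorescence ratio check between 0.5 and 1.5, limit read from the data, passing the limit was not always enough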;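 note: 0% = enzyme with substrate and 100% = substrate without enzyme; some results filed as inactive read as strong as hits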
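Material: human Csn5 produced in HEK293T cells; Input: enzyme 0.24 nM; Reagent: SCFSkp2-Nedd8OG substrate at 10 nM final; Dosing: 12.5 µM compound; Incubation: 90 min reaction at room temperature; Detection: fluorescence polarization of the substrate; Evaluation: % inhibition of substrate cleavage by Csn5; Control set: substrate-only high control, full reaction low control.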
eLon inh = inhibits E. coli Lon protease. purified E. coli Lon protease, fluorescence polarization. inhibition, % at 7.94 µM. hit rate 0.42% among 360,000. AID 602123; in the data active = inhibition above about 13%, passing the limit was not always enough;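 note: 0% = enzyme with probe and DMSO and 100% = no enzyme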
The depositor's hits bear a star.

Screening O=C(N/N=C/c1ccc(O)cc1)c1ccncc1 returned FAS-TE inh -5, MsrA inhibitor 2.4, bovine MsrA act 0, Rin1 Abl inh 0, Rpn11 block inactive, MLLE-PAM2 inh 8, MT1-MMP act inh -3, CSN deneddyl inh -2 and eLon inh -10.
`O=C(NC1CC2CCCC(C1)N2Cc1ccccc1)c1ccc([N+](=O)[O-])cc1` (stereo not given) gave FAS-TE inh 3, MsrA inhibitor 0.3, bovine MsrA act -4, Rin1 Abl inh -3, Rpn11 block inactive, MLLE-PAM2 inh -1, MT1-MMP act inh 0, CSN deneddyl inh 3 and eLon inh -4.
For CCC(CC)C(=O)Nc1nnc(SCC(=O)N2CCN(c3ccccc3OC)CC2)s1 the results were FAS-TE inh -2, MsrA inhibitor -0.7, bovine MsrA act 1, Rin1 Abl inh 1, Rpn11 block inactive, MLLE-PAM2 inh -10, MT1-MMP act inh 3, CSN deneddyl inh 0 and eLon inh 5.
`Cc1ccccc1Nc1c(-c2cccnc2)nc2cccc(C)n12` gave FAS-TE inh -4, MsrA inhibitor 0.8, bovine MsrA act -4, Rin1 Abl inh -7, Rpn11 block inactive, MLLE-PAM2 inh 0, MT1-MMP act inh -4, CSN deneddyl inh -6 and eLon inh -1.
Screening CCCN(Cc1ccccc1)C(=S)Nc1ccc(SC(F)F)cc1 returned FAS-TE inh 36, MsrA inhibitor 1.6, bovine MsrA act -2, Rin1 Abl inh 0, Rpn11 block inactive, MLLE-PAM2 inh -94, MT1-MMP act inh 2, CSN deneddyl inh -6 and eLon inh -2.
For CCOC(=O)c1c[nH]n(-c2ccccc2)c1=O the results were FAS-TE inh 0, MsrA inhibitor -1.2, bovine MsrA act -7, Rin1 Abl inh -3, Rpn11 block inactive, MLLE-PAM2 inh 11, MT1-MMP act inh 3, CSN deneddyl inh 0 and eLon inh -3.
COCCNC(=O)c1ccc(C)c(NC(=O)C2=C(C)OCCS2)c1 was read as FAS-TE inh -4, MsrA inhibitor 0.4, bovine MsrA act -2, Rin1 Abl inh -2, Rpn11 block inactive, MLLE-PAM2 inh 8, MT1-MMP act inh -8, CSN deneddyl inh 4 and eLon inh 7.
Screening COc1cccc(NC(=O)C/C(C)=N/NC(=O)C2CCCCC2)c1 returned FAS-TE inh -3, MsrA inhibitor 0.0, bovine MsrA act 2, Rin1 Abl inh -3, Rpn11 block inactive, MLLE-PAM2 inh 5, MT1-MMP act inh -3, CSN deneddyl inh 4 and eLon inh 4.
`COc1ccc(/C=C/C(=O)c2ccc(NC(=O)c3cccs3)cc2)cc1OC` gave FAS-TE inh 10, MsrA inhibitor 2.5, bovine MsrA act -1, Rin1 Abl inh 0, Rpn11 block inactive, MLLE-PAM2 inh -16, MT1-MMP act inh 2, CSN deneddyl inh 1 and eLon inh -2.
Screening CCCN(CCC)c1nc(N(CCC)CCC)[nH]c(=O)n1 returned FAS-TE inh 4, MsrA inhibitor 0.6, bovine MsrA act -2, Rin1 Abl inh 1, Rpn11 block inactive, MLLE-PAM2 inh -1, MT1-MMP act inh 4, CSN deneddyl inh -7 and eLon inh -5.
Cc1cccc2cc(COC(=O)C(C)(C)C)c(=O)[nH]c12 was read as FAS-TE inh 0, MsrA inhibitor 0.1, bovine MsrA act -2, Rin1 Abl inh -2, Rpn11 block inactive, MLLE-PAM2 inh 4, MT1-MMP act inh -6, CSN deneddyl inh -5 and eLon inh -2.
`Cc1ccc(-n2nc3c(c2NC(=O)/C=C\c2ccc4c(c2)OCO4)CSC3)c(C)c1` gave FAS-TE inh 4, MsrA inhibitor 1.8, bovine MsrA act -1, Rin1 Abl inh 3, Rpn11 block inactive, MLLE-PAM2 inh 3, MT1-MMP act inh -8, CSN deneddyl inh 2 and eLon inh -4.
For COC(=O)c1[nH]c2cc(OC)ccc2c1N the results were FAS-TE inh -5, MsrA inhibitor 1.0, bovine MsrA act -2, Rin1 Abl inh 0, Rpn11 block inactive, MLLE-PAM2 inh -61, MT1-MMP act inh 4, CSN deneddyl inh -6 and eLon inh 9.
`CC(C)NC(=O)c1ccc2c(c1)N(Cc1ccccc1)C(=O)C(C)(C)O2` gave FAS-TE inh 0, MsrA inhibitor -0.4, bovine MsrA act -6, Rin1 Abl inh -1, Rpn11 block inactive, MLLE-PAM2 inh -1, MT1-MMP act inh -5, CSN deneddyl inh 1 and eLon inh 6.
For O=C(CCC(=O)c1cccs1)OCc1nc2ccccc2s1 the results were FAS-TE inh 4, MsrA inhibitor 0.0, bovine MsrA act 0, Rin1 Abl inh -5, Rpn11 block inactive, MLLE-PAM2 inh 0, MT1-MMP act inh 5, CSN deneddyl inh 0 and eLon inh -1.
For NC(=O)NCCCC(=O)O the results were FAS-TE inh -2, MsrA inhibitor 0.6, bovine MsrA act 6, Rin1 Abl inh 1, Rpn11 block inactive, MLLE-PAM2 inh -1, MT1-MMP act inh -1, CSN deneddyl inh -2 and eLon inh -10.
Screening COc1ccccc1N1CC(C(=O)Nc2nnc(SCC(=O)N3CCOCC3)s2)CC1=O (stereo not given) returned FAS-TE inh -7, MsrA inhibitor -1.5, bovine MsrA act -1, Rin1 Abl inh 0, Rpn11 block inactive, MLLE-PAM2 inh 5, MT1-MMP act inh -2, CSN deneddyl inh -4 and eLon inh 11.
For CN(CC(=O)Nc1ccccc1Br)C(=O)c1ccc(COc2ccccc2)cc1 the results were FAS-TE inh 13, MsrA inhibitor -0.2, bovine MsrA act -3, Rin1 Abl inh -1, Rpn11 block inactive, MLLE-PAM2 inh -6, MT1-MMP act inh -7, CSN deneddyl inh -1 and eLon inh -6.
CN(C(=O)CSc1nnnn1-c1ccccc1)C1CCS(=O)(=O)C1 (stereo not given) was read as FAS-TE inh -6, MsrA inhibitor 0.5, bovine MsrA act -3, Rin1 Abl inh 1, Rpn11 block inactive, MLLE-PAM2 inh -14, MT1-MMP act inh -5, CSN deneddyl inh 1 and eLon inh 6.
COc1ccc(CNc2ncnc3cc(OC)c(OC)cc23)cc1OC was read as FAS-TE inh -5, MsrA inhibitor -0.4, bovine MsrA act -4, Rin1 Abl inh 1, Rpn11 block inactive, MLLE-PAM2 inh -4, MT1-MMP act inh 4, CSN deneddyl inh 3 and eLon inh -3.

No new results follow: entries from further up.
`O=C(NC1CC2CCCC(C1)N2Cc1ccccc1)c1ccc([N+](=O)[O-])cc1` (stereo not given) gave FAS-TE inh 3, MsrA inhibitor 0.3, bovine MsrA act -4, Rin1 Abl inh -3, Rpn11 block inactive, MLLE-PAM2 inh -1, MT1-MMP act inh 0, CSN deneddyl inh 3 and eLon inh -4.
For CCC(CC)C(=O)Nc1nnc(SCC(=O)N2CCN(c3ccccc3OC)CC2)s1 the results were FAS-TE inh -2, MsrA inhibitor -0.7, bovine MsrA act 1, Rin1 Abl inh 1, Rpn11 block inactive, MLLE-PAM2 inh -10, MT1-MMP act inh 3, CSN deneddyl inh 0 and eLon inh 5.
`Cc1ccccc1Nc1c(-c2cccnc2)nc2cccc(C)n12` gave FAS-TE inh -4, MsrA inhibitor 0.8, bovine MsrA act -4, Rin1 Abl inh -7, Rpn11 block inactive, MLLE-PAM2 inh 0, MT1-MMP act inh -4, CSN deneddyl inh -6 and eLon inh -1.

Molecules listed so far that contain a halogen (two):
Screening CCCN(Cc1ccccc1)C(=S)Nc1ccc(SC(F)F)cc1 returned FAS-TE inh 36, MsrA inhibitor 1.6, bovine MsrA act -2, Rin1 Abl inh 0, Rpn11 block inactive, MLLE-PAM2 inh -94, MT1-MMP act inh 2, CSN deneddyl inh -6 and eLon inh -2.
For CN(CC(=O)Nc1ccccc1Br)C(=O)c1ccc(COc2ccccc2)cc1 the results were FAS-TE inh 13, MsrA inhibitor -0.2, bovine MsrA act -3, Rin1 Abl inh -1, Rpn11 block inactive, MLLE-PAM2 inh -6, MT1-MMP act inh -7, CSN deneddyl inh -1 and eLon inh -6.

Carrying on:
For O=C(CC1SC(N2CCCC2)=NC1=O)Nc1ccc(C(=O)N2CCCC(C(F)(F)F)C2)cc1 (stereo not given) the results were FAS-TE inh -6, MsrA inhibitor 0.7, bovine MsrA act -1, Rin1 Abl inh 1, Rpn11 block inactive, MLLE-PAM2 inh 6, MT1-MMP act inh -1, CSN deneddyl inh -2 and eLon inh -2.
NS(=O)(=O)c1ccc(CCNC(=O)c2ccc(C(=O)c3ccccc3)cc2)cc1 was read as FAS-TE inh 0, MsrA inhibitor -0.4, bovine MsrA act -4, Rin1 Abl inh 1, Rpn11 block inactive, MLLE-PAM2 inh -10, MT1-MMP act inh 2, CSN deneddyl inh -6 and eLon inh 4.
`CCOc1ccc(NC(=O)c2cccc3c2C(=O)N(CCOC)C3)cc1` gave FAS-TE inh -1, MsrA inhibitor -0.1, bovine MsrA act -1, Rin1 Abl inh -3, Rpn11 block inactive, MLLE-PAM2 inh 1, MT1-MMP act inh 6, CSN deneddyl inh 1 and eLon inh 7.
`COc1ccc(NC(=O)CCN2C(=O)C3C4CCC(C4)C3C2=O)cc1` (stereo not given) gave FAS-TE inh -11, MsrA inhibitor -0.4, bovine MsrA act -4, Rin1 Abl inh 0, Rpn11 block inactive, MLLE-PAM2 inh -8, MT1-MMP act inh 3, CSN deneddyl inh -1 and eLon inh -1.
O=Cc1ccccc1OCc1nnsc1Cl was read as FAS-TE inh -2, MsrA inhibitor -1.3, bovine MsrA act -3, Rin1 Abl inh 0, Rpn11 block inactive, MLLE-PAM2 inh 4, MT1-MMP act inh -4, CSN deneddyl inh -16 and eLon inh -3.
`O=C(NC1(C(F)(F)F)C(=O)Nc2c1c(=O)[nH]c(=O)n2Cc1ccco1)C1CCCCC1` (stereo not given) gave FAS-TE inh -7, MsrA inhibitor 0.3, bovine MsrA act -2, Rin1 Abl inh 3, Rpn11 block inactive, MLLE-PAM2 inh 4, MT1-MMP act inh 3, CSN deneddyl inh -1 and eLon inh 3.
`COc1cc2cnc(-c3ccccc3)c(C(=O)c3ccc(F)cc3)c2cc1OC` gave FAS-TE inh 15, MsrA inhibitor 0.2, bovine MsrA act -1, Rin1 Abl inh 2, Rpn11 block inactive, MLLE-PAM2 inh 6, MT1-MMP act inh -2, CSN deneddyl inh -1 and eLon inh -15.
For O=C(c1n[nH]c2ccccc12)N1CCN(S(=O)(=O)c2ccc3ccccc3c2)CC1 the results were FAS-TE inh 4, MsrA inhibitor 0.0, bovine MsrA act 2, Rin1 Abl inh -2, Rpn11 block inactive, MLLE-PAM2 inh 8, MT1-MMP act inh -1, CSN deneddyl inh -1 and eLon inh 5.
Screening CCN1CCC(O)(C#Cc2ccccc2)CC1 returned FAS-TE inh -6, MsrA inhibitor 0.8, bovine MsrA act -1, Rin1 Abl inh 5, Rpn11 block inactive, MLLE-PAM2 inh 4, MT1-MMP act inh 3, CSN deneddyl inh -1 and eLon inh 0.
`O=C(Nc1ccc(Cl)c(Cl)c1)Nc1cc(C(=O)N2CCOCC2)ccc1N1CCCCC1` gave FAS-TE inh 1, MsrA inhibitor -0.2, bovine MsrA act -7, Rin1 Abl inh 1, Rpn11 block inactive, MLLE-PAM2 inh 4, MT1-MMP act inh 2, CSN deneddyl inh 1 and eLon inh -16.
For S=c1[nH]nc(-c2ccc3ncccc3c2)n1-c1ccc2c(c1)OCCO2 the results were FAS-TE inh -5, MsrA inhibitor 0.6, bovine MsrA act 2, Rin1 Abl inh 0, Rpn11 block inactive, MLLE-PAM2 inh -5, MT1-MMP act inh 5, CSN deneddyl inh 5 and eLon inh 8.
